Yp Topo-I inh = Y. pestis Topo-I inhibition via cleavage products | 0.064% of 360,000 active | activity, % at 10 µM | AID 504884 | Y. pestis Topo-I cleavage product accumulation, plate reader; in the data active means activity above about 50%, passing the limit was not always enough; further: inactives centre near 2
SARS 3CLpro inh = SARS-CoV 3CLpro protease inhibition. P0C6X7. recombinant SARS-CoV 3CLpro, quenched FRET peptide cleavage. inhibition, % at 6 µM. 0.14% of 290,000 active; in the data active means inhibition above about 12%
MazF activator = activators of E. coli MazEF toxin-antitoxin RNase; P0AE70; 0.32% of 350,000 active; activation, % at 20 µM; FAM/BHQ RNA-DNA oligo cleavage fluorescence, 5 h; in the data active means activation above about 50%
Rv3671c protease = inhibitors of M. tuberculosis serine protease Rv3671c | 0.048% of 320,000 active | AID 2606 | inhibition, % at 5.96 µM; in the data active means inhibition above about 38%;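 further: extracellular domain of Rv3671c used as enzyme; 0% = enzyme with DMSO and 100% = no enzyme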
Vc quorum ag = quorum light induction in luxS cqsA deficient V. cholerae | 0.16% of 350,000 active | activation, % at 18.7 µM | V. cholerae BH1578 lux reporter, luminescence, 6 h | AID 588436; in the data active means activation mostly above about 9.7%, no sharp cut-off; further: not every result past the cut was called active; inactives centre near 0; reference of the scale not given here
SSB-PriA inh = inhibitors of Klebsiella pneumoniae PriA binding to SSB C-terminal tail. AID 1272365. inhibition, % at 33 µM. AlphaScreen SSBct-PriA binding, biotinylated peptide. 0.6% of 430,000 active; in the data active means inhibition mostly above about 37%, no sharp cut-off; inactive means mostly below about 20%;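 further: plate controls were negative control peptide for no effect and reference peptide for full effect; strong numbers were not always called active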
TcdB GH inh = inhibitors of Clostridioides difficile toxin B glycohydrolase | TcdB glycohydrolase enzymatic assay, plate reader | inhibition, % at 9.99 µM | 0.24% of 350,000 active; in the data active means inhibition above about 10%
PrPC TRFRET = reduces human prion protein on the cell surface; cell surface PrPC, TR-FRET read-out; inhibition, % at 13.8 µM; 0.43% of 370,000 active; AID 720596; in the data active means inhibition above about 24%; further: 0% = median of the test wells and 100% = reference compound wells
CCHF vOTU inh = blocks the CCHF virus ovarian tumor domain protease. CCHFV vOTU protease, Pep-AMC fluorescence. inhibition, % at 11.5 µM. 0.55% of 370,000 active; in the data active means inhibition above about 30%; further: 0% = vehicle wells with enzyme and 100% = no enzyme wells
VHR inh abs = blocks human VHR1 dual specificity phosphatase; P51452; AID 1654; inhibition, % at 13.3 µM; recombinant VHR phosphatase, pNPP absorbance; 0.52% of 290,000 active; in the data active means inhibition above about 50%; further: some compounds called inactive have numbers as strong as hits
An asterisk follows results filed as active; i = inactive; x = not tested or not shown; & = joins results of further samples.

SMILES	Yp Topo-I inh	SARS 3CLpro inh	MazF activator	Rv3671c protease	Vc quorum ag	SSB-PriA inh	TcdB GH inh	PrPC TRFRET	CCHF vOTU inh	VHR inh abs
Cc1c(OCC(=O)N2CCN(c3ccccc3)CC2)ccc2c3c(c(=O)oc12)CCCC3	2	-2	-13	-1	-0.3	8	0.9	2	-7	-2
COc1cc(OC)cc(C(=O)NNC(=O)C(CCC(N)=O)NS(=O)(=O)c2ccc(Cl)cc2)c1 (configuration not stated)	0	x	0	x	0.5	-7	4.2	3	-1	x
COc1ccc(OCCCCc2c(C)n[nH]c2C)cc1	14	x	4	5	-0.3	-4	3.1	13	-5	x
COc1ccc(C)cc1NC(=O)COC(=O)c1c(-c2ccccc2)noc1C	15	x	4	x	-0.5	x	0.4	3	-2	x
O=C(Cc1ccc(F)cc1)Nc1nc(-c2ccc(F)c(F)c2)cs1	-12	4	26	x	i	-41	0.5	22	9	20
O=C(O)c1ccccc1OCCN1CCCC1=O	0	1	3	12	i	-1	-4.0	0	-9	-4
CCOC(=O)CC1=NN(c2ccccc2)C(=O)C1	-13	4	2	-19	-0.2	-16	2.3	-6	2	21
CC1=C(C#N)C(c2ccc(O)cc2)C(C#N)=C(C)N1	9	1	8	-3	-0.2	-8	-0.9	3	-1	17
CCN1C(=O)C(=CC=CN(C)c2ccccc2)SC1=S	-4	x	i	x	-0.3	x	0.0	-4	-59	x
COc1ccc(NC(c2ccccc2F)P(=O)(Oc2ccccc2)Oc2ccccc2)cc1 (configuration not stated)	28	1	4	0	-2.5	-5	0.5	6	-11	4
Cc1cc(C)n(Cc2ccc(C(=O)Nc3ccc(Br)cc3C)o2)n1	5	3	-18	-14	i	-8	x	-11	1	-2
Cc1ccc(CCN2CC(C(=O)NC3CCCC3)CC2=O)cc1 (configuration not stated)	-3	1	-1	-6	0.1	0	x	-5	-7	17
Cc1nn(Cc2ccc(C(=O)n3cccn3)o2)c(C)c1Br	2	-1	-3	-2	-0.1	-13	x	0	-10	1
CC(OC(=O)c1ccc(S(=O)(=O)NCc2ccco2)cc1)C(=O)Nc1ncc(Cl)cc1Cl (configuration not stated)	-6	-1	-1	3	-0.2	-5	0.4	-2	7	5
Cc1nn(-c2ccccc2)c(Cl)c1C(=O)OC(C)C(=O)Nc1ccc2c(c1)OCO2 (configuration not stated)	5	-4	1	-3	-1.4	-6	x	-2	4	14
CCOc1cc(C(=O)NC(C)C2CCCO2)cc(OCC)c1OCC (configuration not stated)	-1	2	3	-3	-0.3	3	-0.4	-7	2	-18
COc1cccc(CNC(=O)CN2C(=O)COc3ccc(S(=O)(=O)N4CCCCCC4)cc32)c1	23	2	7	-9	-7.1	-3	1.6	12	1	12
Cc1nc(SCC(=O)NCc2ccco2)c2c3c(sc2n1)CCCC3	38	-1	7	-16	-1.4	-20&-21	x	2	18	11
O=c1nc(-c2ccccc2)cc(-c2ccccc2)[nH]1	-7	-1	2	6	i	-15	x	-7	-25	1
O=c1cc(O)sc2ccccc12	-5	4	1	-9	i	1	x	-1	2	-8
COc1ccccc1C1=NOC(C)(c2nnc(Cc3ccccc3)o2)C1 (configuration not stated)	3	x	6	0	-0.4	-5	0.8	3	5	x
c1ccc(C2CN3CCC2CC3)cc1 (configuration not stated)	-5	-3	-2	1	-0.4	5	0.8	6	3	17
COC(=O)CCCC(=O)NC1CC(C)(C)Cc2c1cnn2-c1ccc(C)cc1 (configuration not stated)	15	0	5	-2	1.7	-15	-0.4	-3	9	-17
CC(C)=C(NC(=O)c1ccccc1)C(N)=O	11	2	12	3	-5.3	-8	0.6	-6	-6	8
CCOC(=O)Cn1nnnc1CN(Cc1cccs1)Cc1cc2cc(C)cc(C)c2[nH]c1=O	3	3	-4	2	-7.4	-13	x	5	14	11
The listing continues:
SMILES	Yp Topo-I inh	SARS 3CLpro inh	MazF activator	Rv3671c protease	Vc quorum ag	SSB-PriA inh	TcdB GH inh	PrPC TRFRET	CCHF vOTU inh	VHR inh abs
Cc1ccc(NC(=O)CSc2cccc3cccnc23)c(C)c1	-1	-5	6	-6	-0.6	79*	0.6	-3	-22	-1
N#CCSc1nc2ccccc2c(=O)n1CCCC(=O)NCC1CCCO1 (configuration not stated)	-10	2	14	8	i	-7	8.0	-3	-6	-2
COc1ccccc1C(=O)N/C(=C/c1ccc2c(c1)OCO2)C(=O)Nc1cccc(C(=O)O)c1	9	-4	7	-5	-0.2	-6	1.0	3	11	14
Cc1ccc(C)c2c(N)c3c(nc12)CCCCC3 (tested in a mixture with another compound)	5	-2	-34	-10	-0.2	x	2.1	-7	13	24
CCCN(CCC)c1ccc(/C=C/c2ccc3cc(OCC)ccc3n2)cc1	4	2	-91	-23	i	-8	0.6	4	3	1
Cc1sc(N/N=C/c2ccco2)nc1-c1ccccc1	-18	0	3	2	-5.6	x	2.2	-5	6	-12
Cc1cccc(-n2c(=O)c3c(C)c(C)sc3n(CC(N)=O)c2=O)c1	0	-1	4	5	i	-6	1.7	-5	-11	-20
CCOC(=O)C1=NOC(COc2ccccc2C=O)C1 (configuration not stated)	12	-7	6	3	-0.2	6	-0.2	-6	-2	23
COc1ccc(C(=O)NCCS(=O)(=O)N(C)C2CCCCC2)cc1	4	x	3	2	-3.7	-3	1.8	2	-3	x
COc1cc(/C=C(\NC(=O)c2ccccc2)C(=O)Nc2cccc(O)c2)c([N+](=O)[O-])cc1OC	-10	-5	10	-10	0.7	0	x	-24	14	28
CN1CCN(c2nc(C(N)=O)cc(-c3ccccc3)n2)CC1	-8	-1	-1	-2	i	-15	x	-6	-9	8
CCc1ccc(OCC(=O)Oc2ccc([N+](=O)[O-])cc2)cc1	3	3	-24	12	-0.9	-10	-0.2	0	9	27
COc1ccc(CNC(=O)C(=O)NC2CC(C)(C)NC(C)(C)C2)cc1	-6	1	13	10	i	-1	2.3	1	-16	28
Cc1cc(C)c(C#N)c(N)n1	3	2	-4	-2	-0.7	-13	1.2	-3	-6	12
COc1ccccc1CC(=O)Nc1cccc2ccccc12	3	5	4	6	i	-12	1.2	-4	6	25
CC1(C(=O)Nc2cccc3ncccc23)CCN1C(=O)CCc1ccccc1 (configuration not stated)	3	x	x	x	-0.4	x	-0.3	-2	-4	x
c1cc(CNc2ccc(N3CCOCC3)cc2)ccn1	-4	2	11	1	i	16	x	-16	11	-25
CCC(=O)Nc1nc(-c2ccc3c(c2)CC(C)N3S(C)(=O)=O)cs1 (configuration not stated)	0	2	11	-2	-0.3	0	1.7	0	-8	19
CCOc1ccc(-c2noc(CCC(=O)NCCc3ccccc3)n2)cc1OC	17	2	3	-2	i	-17	0.2	9	-3	18
COc1ccc2nc(NC(=O)CCN3C(=S)NC(C)(C)CC3C)sc2c1 (configuration not stated)	9	0	-4	-12	i	-7	x	0	36*	-2
Cc1cc(C)c(CN2CCC(n3nccc3NC(=O)C3CCOC3)CC2)cc1C (configuration not stated)	3	1	1	11	-0.1	-2	0.7	-9	-9	14
CSc1ccc(CN2CCN(CCC(C)C)C(CCO)C2)cc1 (configuration not stated)	4	2	-1	9	-0.2	-7	-1.6	-5	-14	8
Cn1c(=O)c(=O)n(C)c2cc(S(=O)(=O)N3CCCC3C(=O)Nc3ccccc3F)ccc21 (configuration not stated)	8	0	8	-20	-0.2	-7	0.2	-8	17	29
CCn1c2ccccc2c2cc(NC(=O)c3cccc([N+](=O)[O-])c3)ccc21	-4	x	11	5	-0.3	2	0.5	-3	2	x
CCOC(=O)C1=C(C)NC(=O)NC1c1ccc(-c2ccc(Cl)cc2)o1 (configuration not stated)	21	6	-4	-3	2.3	-3	-1.5	6	19	17

A different layout for part of the listing above.
molecule | Yp Topo-I inh | SARS 3CLpro inh | MazF activator | Rv3671c protease | Vc quorum ag | SSB-PriA inh | TcdB GH inh | PrPC TRFRET | CCHF vOTU inh | VHR inh abs
COc1ccccc1CC(=O)Nc1cccc2ccccc12 | 3 | 5 | 4 | 6 | i | -12 | 1.2 | -4 | 6 | 25
CC1(C(=O)Nc2cccc3ncccc23)CCN1C(=O)CCc1ccccc1 (configuration not stated) | 3 | x | x | x | -0.4 | x | -0.3 | -2 | -4 | x
c1cc(CNc2ccc(N3CCOCC3)cc2)ccn1 | -4 | 2 | 11 | 1 | i | 16 | x | -16 | 11 | -25
CCC(=O)Nc1nc(-c2ccc3c(c2)CC(C)N3S(C)(=O)=O)cs1 (configuration not stated) | 0 | 2 | 11 | -2 | -0.3 | 0 | 1.7 | 0 | -8 | 19
CCOc1ccc(-c2noc(CCC(=O)NCCc3ccccc3)n2)cc1OC | 17 | 2 | 3 | -2 | i | -17 | 0.2 | 9 | -3 | 18
COc1ccc2nc(NC(=O)CCN3C(=S)NC(C)(C)CC3C)sc2c1 (configuration not stated) | 9 | 0 | -4 | -12 | i | -7 | x | 0 | 36* | -2

More records:
SMILES	Yp Topo-I inh	SARS 3CLpro inh	MazF activator	Rv3671c protease	Vc quorum ag	SSB-PriA inh	TcdB GH inh	PrPC TRFRET	CCHF vOTU inh	VHR inh abs
CCOC(=O)c1sc(NC(=O)Nc2ccccc2)cc1C	-12	6	2	3	-0.4	1	-3.5	35*	10	5
COCc1c(C(=O)N/N=C(\C)c2ccc(Cl)s2)nnn1-c1nonc1N	-3	-5	-2	-1	-0.2	x	1.7	-2	7	22
C[C@H](CO)N1C[C@H](C)[C@@H](CN(C)Cc2ccc(-c3ccccc3)cc2)Oc2c(NS(=O)(=O)c3ccccc3)cccc2C1=O	17	x	-5	3	-0.5	x	0.1&1.4	3	9	x
Cc1ccccc1OCc1nnc(SCC(=O)Nc2ccc3c(c2)oc2ccccc23)n1C	-6	-1	-29	4	i	9	x	-1	-16	-9
O=C(Nc1ccc(F)cc1)Nc1cccc(Br)c1	0	x	12	-48	i	-9	1.5	9	-10	x
CN=C1CC(C)(C)CC(=O)/C1=C(/O)CCC(=O)NC	2	-2	4	-4	-2.6	x	x	-7	-1	9
CC(=O)Nc1cccc(-c2ccnc3c2CC(C(=O)NCc2ccco2)O3)c1 (configuration not stated)	3	x	x	x	-0.4	x	0.4	-3	-4	x
CCN1C(=O)C2C(C1=O)N1C(c3ccccc3)C3C(=O)N(CC)C(=O)C3N1C2c1ccccc1 (configuration not stated)	-2	0	-1	3	-1.4	-13	x	1	12	6
O=C(Nc1ccc(N2CCN(Cc3ccccc3)CC2)cc1)c1cccnc1	10	-2	3	4	i	2	x	-2	1	9
CN(C(=O)c1ccc(NC(=O)Cc2ccc(NC(=O)C3CCCN(C(=O)C4CCCC4)C3)cc2)cc1)C1CC1 (configuration not stated)	4	x	3	-2	0.3	0	1.0	7	2	x
O=C1NCCCCC1NC1CC(=O)N(c2ccccc2)C1=O (configuration not stated)	6	0	0	-4	5.9	-10	x	1	-1	22
CC1=NN(c2ccccc2)C(=O)/C1=C/C=C/c1ccccc1	-4	0	-17	-14	i	-4	x	-3	-1	-4
COc1ccc(C2=C(C)C(N3CCN(C(=O)c4ccco4)CC3)=NS2(=O)=O)cc1	-4	2	8	6	-0.1	-3	1.7	-30	10	6
COc1ccc(C(=O)Nc2ccc(-c3ccc(NC(=O)c4ccc(OC)cc4)c(OC)c3)cc2OC)cc1	-1	3	-5	7	-0.2	-3	x	-2	5	-5
Cc1ccnc(NC(=O)Nc2ccc(F)cc2)c1	-2	0	12	-7	-1.0	-3	x	-6	16	0
CC(C)(C(=O)N1CCC1(C)C(=O)NS(=O)(=O)c1ccc(C#N)cc1)c1ccccc1 (configuration not stated)	5	x	x	x	i	x	-0.8	0	-2	x
CCOc1ccccc1C1C(C(N)=O)=C(C)Nc2nc(-c3ccccc3Cl)nn21 (configuration not stated)	-3	-2	0	4	i	-16	x	-3	5	11
COc1ccc([N+](=O)[O-])cc1NC(=O)Cc1noc2ccccc12	1	0	4	4	i	-9	1.7	-25	2	20
O=C(Cn1nnc(-c2ccc(CN3CCOCC3)cc2)n1)N(c1ccccc1)c1ccccc1	5	4	-10	0	0.5	14	1.1	1	-6	-1
CCOC(=O)/C=c1\s/c(=C(\C#N)C(=O)OCC)n(-c2ccccc2)c1=O	-3	6	6	-22	i	x	x	1	0	3
CCc1ccc2oc(-c3cccc(N)c3)nc2c1	-10	5	14	1	-3.2	-3	x	0	-46	0
CCOC(=O)c1c(C)[nH]c(C(=O)N(C)CC(=O)Nc2ccc(OC)cc2)c1C	-3	x	4	9	-5.7	-8	1.2	0	5	x
COc1cc(/C=N/NC(=O)c2cccnc2)ccc1OC(=O)c1ccc2c(c1)OCO2	19	-2	72*	-230	i	x	x	1	-7	31

Screening results: PubChem, several laboratories

An excerpt. The share of hits here may be higher or lower than overall.
